From PubChem
S1P4 antagonist: blocks the human S1P4 receptor; S1P4-expressing cells, antagonist mode, reporter read-out; inhibition, % at 4.98 µM; hit rate 0.26% among 220,000; in the data active means inhibition above about 29%;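 further: 0% = wells stimulated with agonist and 100% = vehicle wells without agonist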
NPY2 pot ag: potentiates or activates human NPY-Y2 receptor; activation, % at 3.6 µM; P49146; cells expressing NPY-Y2, potentiator/agonist read-out; hit rate 0.45% among 220,000; in the data active means activation above about 27%;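 further: cells stimulated with NPY near EC25 plus isoproterenol at EC100; 0% = vehicle plus submaximal agonist and 100% = vehicle plus saturating agonist; some results beyond the cut were filed as inactive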
BaF3 tox: reduces parental Ba/F3 cell viability, JAK2V617F counter-screen | CellTiter-Glo ATP luminescence | inhibition, % at 5.6 µM | hit rate 1.1% among 220,000 | AID 1486;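 active means inhibition above a per-campaign cutoff, the mean inhibition of all tested compounds plus 3 SD, cut at about 27% in these data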;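 further: 0% = DMSO wells and 100% = JAK Inhibitor I control wells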
Mdm2 ligase inh: Mdm2 E3 ligase (human) inhibition | Q00987 | cell-based MDM2 ubiquitination luciferase reporter, 2 h; 0 = plate control, 100 = twice control, blank-subtracted | signal enhancement, % at 5 µM | hit rate 0.11% among 210,000;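 active means signal enhancement of 30% or more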;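 further: luminescence tracks abundance of the self-degrading MDM2-luciferase fusion protein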
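Buffer or medium: Cells held in DMEM | Assay system: Stable mammalian line carrying autodegrading MDM2–luciferase fusion reporter | Quantity: 2000 cells/well | Times: 4 h settle plus 2 h compound, 37 °C | Doses: One concentration, 5 µM, with 0.2% DMSO | Technique: Luminescence with SteadyLite reagent, 15 min at room temperature | Benchmarks: Plate controls and plate blanks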
PERK inhibitor: inhibitors of human PERK kinase; Q9NZJ5; CHO PERK-DD fusion, SEAP luminescence translation reporter; inhibition, % at 5.6 µM; hit rate 0.17% among 220,000;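 active means inhibition above the mean inhibition of all tested compounds plus 3 SD, set separately per screening campaign, cut at about 2.9% in these data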;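 further: PERK kinase domain activated by AP20187 dimerizer at 100 nM; 0% = DMSO with dimerizer and 100% = rapamycin at 8.4 µM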
Target sequence (Q9NZJ5 whole entry, looked up, the tested form may be a part): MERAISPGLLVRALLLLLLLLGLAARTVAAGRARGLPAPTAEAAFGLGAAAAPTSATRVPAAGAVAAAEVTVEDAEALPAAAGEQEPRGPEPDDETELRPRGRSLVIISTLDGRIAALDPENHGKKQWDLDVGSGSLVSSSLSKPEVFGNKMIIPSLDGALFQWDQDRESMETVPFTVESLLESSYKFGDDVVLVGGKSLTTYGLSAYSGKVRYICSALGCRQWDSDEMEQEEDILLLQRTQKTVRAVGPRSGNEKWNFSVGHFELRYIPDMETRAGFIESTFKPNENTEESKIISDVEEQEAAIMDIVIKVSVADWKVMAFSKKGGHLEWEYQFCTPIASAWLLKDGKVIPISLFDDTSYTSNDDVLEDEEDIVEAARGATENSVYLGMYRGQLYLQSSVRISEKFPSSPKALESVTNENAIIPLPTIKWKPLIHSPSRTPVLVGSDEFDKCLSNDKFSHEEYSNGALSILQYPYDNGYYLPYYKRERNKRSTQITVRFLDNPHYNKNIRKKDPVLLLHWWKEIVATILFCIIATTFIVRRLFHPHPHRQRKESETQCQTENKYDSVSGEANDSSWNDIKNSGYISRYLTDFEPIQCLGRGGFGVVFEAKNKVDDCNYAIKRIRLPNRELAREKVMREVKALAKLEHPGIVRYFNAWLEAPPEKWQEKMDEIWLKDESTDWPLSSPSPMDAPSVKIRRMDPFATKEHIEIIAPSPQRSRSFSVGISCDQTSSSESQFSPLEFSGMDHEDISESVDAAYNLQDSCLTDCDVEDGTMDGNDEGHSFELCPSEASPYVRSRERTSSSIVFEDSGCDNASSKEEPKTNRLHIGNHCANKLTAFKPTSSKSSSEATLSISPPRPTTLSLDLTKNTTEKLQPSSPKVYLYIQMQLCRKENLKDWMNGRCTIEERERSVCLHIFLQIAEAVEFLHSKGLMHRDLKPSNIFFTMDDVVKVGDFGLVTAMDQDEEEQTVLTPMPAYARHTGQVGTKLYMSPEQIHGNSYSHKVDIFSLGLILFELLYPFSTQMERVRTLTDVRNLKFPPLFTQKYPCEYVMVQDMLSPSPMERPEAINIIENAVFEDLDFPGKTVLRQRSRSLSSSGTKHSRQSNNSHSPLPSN
Ba/F3 V617F tox: loss of viability in JAK2V617F-driven Ba/F3 cells; Ba/F3 EpoR-JAK2V617F viability, ATP luminescence; hit rate 1.1% among 220,000; inhibition, % at 5.6 µM;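 active means inhibition above the campaign mean plus 3 SD over all tested compounds, cut at about 24% in these data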;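 further: cytokine-independent growth of Ba/F3 cells driven by EpoR plus mutant JAK2; 0% = DMSO-treated cells and 100% = JAK inhibitor I control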
S1P4 ag: activates the human S1P4 receptor. O95977. S1P4-expressing cell line, agonist reporter assay. activation, % at 4.98 µM. hit rate 0.35% among 220,000; in the data active means activation above about 11%;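 further: 0% = DMSO vehicle and 100% = reference agonist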
Wee1 degr inh: inhibitors of human Wee1 degradation; reporter increase, % at 5 µM; P30291; hit rate 1.2% among 220,000; HeLa Luc-Wee1K328M stability, luciferase luminescence; 100% = proteasome inhibitor MG132 effect;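 active means activation above the mean of all tested compounds plus 3 SD, set per screening run, cut at about 8.8% in these data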;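 further: cells exposed to compound for 20 h before luminescence read; 0% = DMSO alone and 100% = MG132 at 30 µM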
eIF4E-4G inh: eIF4E/eIF4G interaction inhibition in translation initiation; P63073+Q04637; TR-FRET eIF4E-eIF4GI(517-606) binding, 2 h; inhibition, % at 21.7 µM; hit rate 0.37% among 220,000; AID 782;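 active means inhibition above about 30%, limit read from the data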;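 further: 0% = full FRET control wells and 100% = background wells lacking eIF4GI fragment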
Starred values were filed as active, the others as inactive; . = not tested or not shown; & = joins results of further samples; [ ] = remark or other dose.

SMILES	S1P4 antagonist	NPY2 pot ag	BaF3 tox	Mdm2 ligase inh	PERK inhibitor	Ba/F3 V617F tox	S1P4 ag	Wee1 degr inh	eIF4E-4G inh
O=C1COc2ccc(C(=O)CSc3nc4ccccc4c(=O)n3-c3ccc(Cl)c(Cl)c3)cc2N1	6	-16	5	-12	0.5	5	0.0	1	20
Cn1nccc1CNC(=O)c1ccnn1C	20	-12	5	0	0.2	2	0.6	-2	2
CNc1nc(-c2ccc(Cl)cc2)cs1	-13	9	2	-10	0.0	-1	1.1	3	-5
COc1cccc(C(=O)OCC(=O)Nc2cc(C)c(C)cc2[N+](=O)[O-])c1	2	9	6	-17	0.5	-3	1.9	-1	-9
N=c1n(CCN2CCCCC2)c2ccccc2n1CC(O)c1cccc(Br)c1 (centres undefined)	8	-20	13	3	-0.3	1	0.4	2	1[fluorescence artefact?]
COc1ccc(/C=N/NC(=O)COc2cccc3cccnc23)cc1OC	-9	8	8	-14	1.0	4	1.6	-2	-4
Cc1ncc([N+](=O)[O-])n1CC(=O)NC1CCCCCC1	0	2	-1	-16	1.5	0	-1.0	4	4
O=C(Nc1ccc(N=Nc2ccccc2)cc1)c1cccc(Cl)c1	-9	9	0	5	1.1	-1	-1.9	2	0
NC(=O)c1ccc(NC(=O)Cc2csc(-c3ccccc3)n2)cc1	-6	-9	9	-10	0.2	7	1.0	-1	3
CCCOc1ccc(N2C(=O)CC(N(Cc3ccccc3)N=O)C2=O)cc1 (centres undefined)	4	-23	-1	-14	0.1	1	0.8	-3	-3
COc1ccc(-c2cc(=O)oc3cc(OC(C)C(=O)O)ccc23)cc1 (centres undefined)	-12	-15	2	-2	0.8	-5	1.7	4	-4
CCn1c(Cn2nnc(-c3ccccc3)n2)nnc1SCC(=O)Nc1ccc(N(C)C)cc1	-22	9	1	3	-0.6	-4	-0.6	-2	-1
Cc1nn(C)c(C)c1S(=O)(=O)N(CC(=O)NCc1ccco1)c1ccc(C(C)C)cc1	-5	10	5	-3	-0.5	3	-0.6	2	-1
CC(C)COC(=O)n1ccc(C(=O)N2CCCCC2)n1	1	18	0	-6	0.4	-3	0.6	-3	-1
COc1ccc(/C=C/c2ccc(=O)n(Cc3ccccc3)n2)cc1	-12	-9	1	14	1.1	-5	1.4	-2	2
CCOC(=O)c1sc2ccccc2c1OC(=O)c1ccc(C)cc1	-9	5	3	2	0.8	-5	1.0	-1	3
OCCNc1nc(Cl)nc(NCc2ccco2)n1	-13	-9	9	1	1.1	1	-0.2	-1	1
O=C(CN1CCN(S(=O)(=O)c2ccc(Br)cc2)CC1)Nc1ccc(F)cc1	-6	3	4	-11	-1.4	0	1.9	2	2
CCOc1ccc(CCNC(=O)COC(=O)/C=C/c2ccc(OCC#N)c(OC)c2)cc1OCC	-15	-19	5	6	0.5	3	-0.8	0	-17
COc1cccc(N2CCN(C3CC(=O)N(c4ccc(Cl)c(Cl)c4)C3=O)CC2)c1 (centres undefined)	-8	-24	5	-7	-0.3	9	-3.2	0	6
CC(=O)Nc1ccc(-c2cn3cc(C)ccc3n2)cc1	-7	-4	6	-21	0.2	2	0.2	0	-2[fluorescence artefact?]
CC(/C=C/c1ccccc1)=N\NC(=O)c1ccncc1	1	-2	0	-14	0.6	-2	-3.7	3	1
COc1cccc(C2/C(=C(\O)c3ccc4c(c3)OCCO4)C(=O)C(=O)N2CCN(C)C)c1 (centres undefined)	-8	-2	-1	0	-0.2	-3	0.4	0	0
CN1C(=O)C(O)(CC(=O)c2ccccc2O)c2cc(Br)ccc21 (centres undefined)	-2	14	1	-13	0.8	-5	0.3	-1	-2&-4
CCOC(=O)c1c(-c2ccccc2)csc1NC(=O)c1cc(S(=O)(=O)N2CCOCC2)ccc1C	-13	-3	4	-15	-0.2	1	1.9	0	-3
Other entries.
SMILES	S1P4 antagonist	NPY2 pot ag	BaF3 tox	Mdm2 ligase inh	PERK inhibitor	Ba/F3 V617F tox	S1P4 ag	Wee1 degr inh	eIF4E-4G inh
Cn1c2c(c(=O)n(C)c1=O)C1c3ccccc3OCC1C(C)(C)O2 (centres undefined)	-1	-5	9	-8	-0.4	3	-1.1	-3	-3[fluorescence artefact?]
COc1ccc(CC(=O)Nc2cccc(SC)c2)cc1OC	-17	16	8	-10	0.5	0	0.6	-3	0
COC(=O)Cc1nnc(NC(=O)c2ccccc2)s1	-13	10	1	-12	1.1	-2	-0.3	1	13
CCOC(=O)c1cc(CC)sc1NC(=O)c1cc([N+](=O)[O-])ccc1N1CCOCC1	-3	2	-1	-3	0.2	-3	0.4	2	1
Cc1nc2ccccc2c(=O)[nH]1	11	22	1	-6	1.8	-2	1.0	0	6
O=C(OC(c1ccc(NS(=O)(=O)c2ccccc2)cc1)(C(F)(F)F)C(F)(F)F)c1ccccc1	25	18	7	-24	-0.3	5	-2.4	-3	0
O=C(NCc1cccnc1)c1cc(Sc2cccc(Cl)c2)nc2ccccc12	-3	-2	2	-6	-0.6	-2	-1.3	4	0[fluorescence artefact?]
Cn1c(CN2CCCCC2)nc2cc(NS(=O)(=O)c3ccc(F)cc3)ccc21	0	-12	0	-1	1.9	-6	-0.4	1	4
CC(=O)C(C)Oc1ccc2c3c(c(=O)oc2c1C)CCCC3 (centres undefined)	-35	-9	9	-3	-0.8	4	1.5	4	.
COc1cc(C)nc(Oc2ccc(OCCOc3ccc(C)cc3)nn2)n1	-6	-7	2	-21	-0.8	1	-0.6	1	14[fluorescence artefact?]
Cc1cccc(C2(c3cccc(C)c3)CC2C(=O)Nc2ccc([N+](=O)[O-])cc2O)c1 (centres undefined)	-1	15	8	0	-0.3	4	0.7	-1	-4
CC1S/C(=N\N=C\c2cccc([N+](=O)[O-])c2)N(C(C)(C)C)C1=O (centres undefined)	4	-6	3	-7	0.0	-2	0.8	-3	5
COc1cc(NC(=O)Cc2cccs2)ccc1-n1cnnn1	-15	-8	5	12	-0.3	2	1.4	1	-4[fluorescence artefact?]
CC(C)CC(=O)N1CCN(Cc2ccc3c(c2)OCO3)CC1	2	8	2	-14	0.7	3	0.0	3	7
COc1ccc(C2CC(C(F)(F)F)n3nc(C(=O)O)c(Cl)c3N2)cc1OC (centres undefined)	-6	14	3	-18	1.5	-2	-2.0	1	3
Cc1ccc(/C=N/n2c(-c3ccc(Cl)cc3)n[nH]c2=S)s1	-15	-1	-2	-3	1.4	-4	-0.3	6	3
CCOC(=O)c1sc(N)c(C#N)c1CSc1nc2ccc(OCC)cc2[nH]1	-3	4	7	-3	0.2	-2	0.3	-3	8
CC(OC(=O)c1ccc(Cl)c(S(=O)(=O)Nc2ccc(F)cc2)c1)C(=O)NC(N)=O (centres undefined)	1	2	-5	-11	1.6	1	3.5	-1	2
Cc1ccc(/C=N/N=C2/NC(=O)CS2)o1	3	5	6	1	0.9	1	0.8	4	1
CC12CN3CC(C)(CN(C1)C3c1ccc(Cl)cc1Cl)C2O (centres undefined)	-6	17	7	.	1.2	1	-1.5	-3	.
O=C(CCCCCCCCN1C(=O)c2ccccc2C1=O)N1CCOCC1	-1	-4	2	-42	-1.8	1	0.1	2	-2
Cc1ccc(/C=N/n2c(-c3cccnc3)n[nH]c2=S)o1	5	-15	3	-6	1.5	-2	-2.1	-1	3
COc1ccc(C(=O)C2CCN(C(=S)NCCc3ccccc3)CC2)cc1	12	-23	11	6	1.5	5	-0.2	-2	-2
COc1ccc2[nH]c3c(N4CCc5ccccc5C4)ncnc3c2c1	1	-5	78*	-16	-2.5	76*	0.2	9.7*	-4
COC(=O)C1=C(C)NC(=S)NC1c1ccc(-c2cccc(Cl)c2)o1 (centres undefined)	-15	13	6	-7	0.1	-1	0.0	-2	-4

Brought forward from above: 4 entries; new compounds follow.
SMILES	S1P4 antagonist	NPY2 pot ag	BaF3 tox	Mdm2 ligase inh	PERK inhibitor	Ba/F3 V617F tox	S1P4 ag	Wee1 degr inh	eIF4E-4G inh
Cc1ccc(/C=N/n2c(-c3cccnc3)n[nH]c2=S)o1	5	-15	3	-6	1.5	-2	-2.1	-1	3
COc1ccc(C(=O)C2CCN(C(=S)NCCc3ccccc3)CC2)cc1	12	-23	11	6	1.5	5	-0.2	-2	-2
COc1ccc2[nH]c3c(N4CCc5ccccc5C4)ncnc3c2c1	1	-5	78*	-16	-2.5	76*	0.2	9.7*	-4
COC(=O)C1=C(C)NC(=S)NC1c1ccc(-c2cccc(Cl)c2)o1 (centres undefined)	-15	13	6	-7	0.1	-1	0.0	-2	-4
O=C1c2cnc3ncnn3c2CC2c3ccccc3CCN12 (centres undefined)	-10	9	3	1	1.0	-4	-1.8	-2	-1
CCN(CC)C(=S)Nc1ccc(OC(F)F)cc1	-2	9	9	-5	1.4	0	-0.1	1	-5
O=C(c1ccco1)N1CCN(C/C=C/c2ccccc2)CC1	-14	9	2	-10	0.3	-1	0.6	2	0
COc1ccc(CNC(=O)Nc2ccc(OC)cc2)cc1	-3	-14	1	7	0.6	1	0.7	0	-1
COc1ccc(Cc2nnc(NC(=O)Cn3cnc4c3c(=O)n(C)c(=O)n4C)s2)cc1OC	-2	-9	0	-8	0.6	-3	-0.4	-1	6[fluorescence artefact?]
O=C(Cc1cccs1)NNC(=S)NCc1ccco1	2	-4	1	-13	0.1	2	1.5	1	0
Cc1cc(N2C(=O)NC(=O)CC2C)c(C)cc1C(C)C (centres undefined)	-2	-1	5	3	-0.2	-1	2.4	3	0
NNC(=O)Cn1c(SCc2ccccc2)nc2ccccc21	-23	11	2	-15	0.2	-2	-2.3	-1	-3
COC(=O)COc1ccc(S(=O)(=O)NC2CCCCCC2)cc1	-43	12	6	-20	1.7	3	0.5	3	8
O=C(O/N=C/C1=C(Cl)c2ccccc2CC1)c1ccc(F)cc1	10	-8	-1	3	1.5	-3	-0.7	0	6

A stretch from the list above, for reference:
SMILES	S1P4 antagonist	NPY2 pot ag	BaF3 tox	Mdm2 ligase inh	PERK inhibitor	Ba/F3 V617F tox	S1P4 ag	Wee1 degr inh	eIF4E-4G inh
CCN(CC)C(=S)Nc1ccc(OC(F)F)cc1	-2	9	9	-5	1.4	0	-0.1	1	-5
O=C(c1ccco1)N1CCN(C/C=C/c2ccccc2)CC1	-14	9	2	-10	0.3	-1	0.6	2	0
COc1ccc(CNC(=O)Nc2ccc(OC)cc2)cc1	-3	-14	1	7	0.6	1	0.7	0	-1
COc1ccc(Cc2nnc(NC(=O)Cn3cnc4c3c(=O)n(C)c(=O)n4C)s2)cc1OC	-2	-9	0	-8	0.6	-3	-0.4	-1	6[fluorescence artefact?]
O=C(Cc1cccs1)NNC(=S)NCc1ccco1	2	-4	1	-13	0.1	2	1.5	1	0
